# RSV CPE inhibition: RSV antiviral activity via CPE protection, HEp-2 cells, primary 10 µM value included (AID 2391); 310,000 tested, 0.13% active; CPE inhibition, % at 10 µM; hits with a dose series show IC50 in µM; HEp-2 cells, RSV-induced CPE inhibition; higher % means a stronger effect; in the data active = a potency from the dose series; inconclusive = CPE inhibition mostly from about 23% at the one dose, without a potency; inactive = the rest, 99 in 100 with CPE inhibition below about 21%; note: strong numbers were not always called active
# P. falciparum M17LAP: P. falciparum M17LAP inhibitors, primary screen, biochemical, fluorogenic H-Leu-NHMec substrate, 1536-well (AID 1619) | inhibition, % at 30 µM, or IC50 in µM where a hit was titrated | recombinant M17LAP, H-Leu-NHMec fluorogenic kinetic assay; higher % means a stronger effect | 220,000 tested, 0.38% active;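 active = compound inhibiting the enzyme by more than half at any dose during confirmatory dose-response retesting; inconclusive = strong single-dose inhibitors picked by rank but not retested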;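 note: plate controls were full reaction with DMSO carrier for no effect and no enzyme background for full effect; strong numbers were not always called active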
# West Nile antiviral: West Nile virus antiviral activity, cell-based, CPE readout (AID 1621); 290,000 tested, 0.02% active; one-dose CPE inhibition, % at 10 µM; IC50 in µM for titrated hits; West Nile virus-infected cells, CPE inhibition; higher % means a stronger effect; in the data active = a potency from the dose series; inconclusive = CPE inhibition mostly from about 3.7% at the one dose, without a potency; inactive = the rest, 99 in 100 with CPE inhibition below about 2.2%; note: strong numbers were not always called active
# TNAP activation fold: human TNAP enzyme activators, primary screen, biochemical, luminescent, no phosphate acceptor, uHTS (AID 1001). purified TNAP, luminescent activation assay, no phosphate acceptor; higher activation fold means a stronger effect. activation fold at 20 µM; hits with a dose series show EC50 in µM. 200,000 tested, 0.03% active; in the data active = activation fold from about 3, or a potency from the dose series; inactive = the rest, 99 in 100 with activation fold below about 1.6; note: many of its hits are not listed in these tables
# human PMI inhibitors: human PMI inhibitors, high substrate, primary screen, biochemical, fluorescence intensity, high mannose 6-phosphate (AID 1220). inhibition, % at 20 µM; hits with a dose series show IC50 in µM. recombinant PMI enzyme, coupled fluorescence intensity; higher % means a stronger effect. 190,000 tested, 0.66% active
# T cell HTS: T cell immune modulators affecting CD8 T cell-vesicle binding; 2C CD8+ T cell-vesicle binding, flow cytometry; stronger effect = lower value; calls only at 7 µM; 330,000 tested, 0.068% active;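 active = response, share of CD8 T cells binding vesicles, and their 90th percentile fluorescence all below set limits, cut at about 80% in these data, passing the limit was not always enough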
#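 incubation = binding step 1.5 h, 37 °C, antibody labelling 20 min, ice | test system = 2C mouse CD8+ T cells | read-out basis = percent CD8+ FL2 mean versus row control | controls = Peptide-free naked vesicles (low) and QL9 vesicles with 0.7% DMSO vehicle (high) | detection = flow cytometry of vesicle-bound cells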
# UTI89 phage lysis: protection from phage-mediated lysis, alamar blue read-out – E. coli UTI89, K1F phage, bacterial capsule biogenesis inhibitors (AID 488966); E. coli UTI89 K1F phage lysis, alamar blue, 2 h; higher % means a stronger effect; 340,000 tested, 0.02% active; inhibition, % at 100 µM; hits with a dose series show IC50 in µM;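 active = phage lysis inhibition, versus mean bacterial control, above a set limit; inconclusive = no clear call, values can overlap the other calls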;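 note: capsule biogenesis inhibitors block K1F phage lysis so surviving cells raise fluorescence; higher fluorescence means more inhibition of phage lysis; actives were called in the ten point dose series up to 300 µM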
# PMI inhibitors: MPI enzyme activity inhibition – biochemical, fluorescence intensity, coupled assay, primary screen (AID 1209); inhibition, % at 20 µM; hits with a dose series show IC50 in µM; purified PMI enzyme, coupled fluorescence intensity; higher % means a stronger effect; 190,000 tested, 0.42% active;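 note: plate controls were DMSO vehicle for no effect and wells lacking substrate for full effect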
# P. falciparum M1AAP: P. falciparum M1AAP inhibitors, biochemical, fluorogenic H-Leu-NHMec substrate, 1536-well (AID 1445) | recombinant M1AAP, H-Leu-NHMec fluorogenic kinetic assay; higher % means a stronger effect | one-dose inhibition, % at 30 µM; IC50 in µM for titrated hits | 220,000 tested, 0.42% active;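 active = primary inhibition above the hit cutoff, then over 50% inhibition at one or more dose response concentrations, cut at about 23% in these data, passing the limit was not always enough; inconclusive = conflicting primary data, or primary hits not chosen for dose response; inactive = low primary inhibition, or under 50% at every dose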;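 note: plate controls were DMSO full reaction for no effect and no enzyme background for full effect; strong numbers were not always called active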
# T cell HTS vesicle-bound %: second read-out of T cell HTS, no call of its own (marks repeat the call); double positive events, %; measured here: CD8+ vesicle-bound cell fraction;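 binding gate set so that unloaded-vesicle control wells show 10% double positive cells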
# Numbers without * were called inactive; i = inactive; ? = inconclusive; nt = no result given; [ ] = remark or other dose. Cut-off read from the data, not from the text of the source, unless noted: active = inhibition above about 50%; inactive = the rest.
SMILES,RSV CPE inhibition,P. falciparum M17LAP,West Nile antiviral,TNAP activation fold,human PMI inhibitors,T cell HTS,T cell HTS vesicle-bound %,UTI89 phage lysis,PMI inhibitors,P. falciparum M1AAP
CCN(CC)S(=O)(=O)c1cccc(C(=O)Nc2ccccc2C(=O)N2CCOCC2)c1,-0.2%,6%,0.3%,1,7%,i,6,2.1%,8%,1%
CC(C)CCNc1nc(N)c([N+](=O)[O-])c(N2CCCCCC2)n1,6.0%,nt,-0.4%,nt,nt,i,16,0.3%,nt,nt
COc1cccc(NC(=O)CN2CCN(c3ccc(F)cc3)CC2)c1,0.8%,2%,-0.3%,1.1,9%,i,50,0.0%,7%,21%
O=C(O)CCC(=O)N1N=C(c2c(-c3ccccc3)c3cc(Cl)ccc3[nH]c2=O)CC1c1ccccc1 (stereo not drawn),0.9%,9%,?,1,-7%,i,52,-1.1%,2%,4.6µM*
O=C(COc1ccccc1)N/N=C/c1sc(=O)n(Cc2cccc(C(=O)O)c2)c1Cl,-1.5%,-4%,0.1%,nt,nt,i,58,-0.2%,nt,17%
Cn1cccc1Cc1nnc(SCC(=O)Nc2nccs2)n1CCc1ccccc1,0.5%,18%,nt,0.9,-9%,i,59,1.6%,0%,8%
COC(=O)CNC(=O)Cn1ccc2ccccc2c1=O,1.4%,14%,0.1%,1.1,-5%,i,28,0.3%,-2%,0%
COc1ccc(CCNC(=O)C2CCCN(Cc3nc(-c4ccccc4C)oc3C)C2)cc1OC (stereo not drawn),-0.1%,-2%,nt,1.1,1%,i,41,0.5%,-3%,0%
CCN1CC2([N+](=O)[O-])C=CC(=O)C([N+](=O)[O-])(C1)C2CC(=O)c1ccccc1 (stereo not drawn),-0.2%,-14%,0.0%,1.1,11%,i,37,-0.2%,15%,6%
Cn1c(=O)[nH]c(=O)c2[nH]c(CN3CCN(C(=O)c4ccco4)CC3)nc21,0.1%,4%,0.1%,1.1,8%,i,39,0.0%,11%,4%
COc1ccc(CN2C(=NC(=O)C3CC3)SC3CS(=O)(=O)CC32)cc1OC (stereo not drawn),0.5%,nt,0.6%,nt,nt,i,10,0.9%,nt,nt
O=C(CSc1nc(-c2ccccc2)cc(C(F)(F)F)n1)NCc1ccco1,-1.3%,-6%,-0.8%,1.1,-3%,i,8,3.7%,2%,3%
O=C(COC(=O)c1ccc(S(=O)(=O)N2CCc3ccccc3C2)cc1)NC1CCS(=O)(=O)C1 (stereo not drawn),3.9%,2%,1.0%,1,4%,i,32,0.4%,-5%,11%
Cc1ccccc1Nc1nc(N)nc(CSc2nncn2C)n1,-0.3%,5%,0.4%,1.1,0%,i,56,0.2%,-2%,6%
CC(C)N1C(=O)C2(OCCCO2)c2cc(Br)ccc21,0.5%,nt,-0.3%,nt,nt,i,54,2.0%,nt,nt
CCN(CC(=O)NCCN1CCOCC1)S(=O)(=O)c1ccc(F)cc1,1.7%,nt,-0.4%,nt,nt,i,20,-0.5%,nt,nt
O=C1C2Sc3[nH]c(=O)sc3C(c3ccccc3)C2C(=O)N1c1ccccc1 (stereo not drawn),-0.3%,2%,0.2%,1.1,28%,i,20,0.4%,6%,5%
Cc1ccc(S(=O)(=O)N2CCOCC2)cc1C(=O)c1nccn1C,2.1%,-2%,-0.2%,1,16%,i,24,-1.4%,1%,2%
CCC(C)Sc1nc2c(c(=O)[nH]1)C(c1cccs1)C1=C(CCCC1=O)N2 (stereo not drawn),2.3%,1%,-0.6%,1,14%,i,33,-2.5%,3%,14%
CCOc1cc2c(C)cc(=O)oc2cc1Cl,4.1%,-3%,-0.4%,1,-7%,i,22,3.3%,-15%,-3%
CCOC(=O)c1c(C)c(C(=O)NCc2ccco2)c(C)n1CC,0.9%,-8%,-0.9%,1.1,3%,i,56,0.7%,-4%,5%
Cc1cccc(CN2CCN(Cc3ccc4nonc4c3)CC2CCO)n1 (stereo not drawn),-0.6%,-2%,0.0%,1,9%,i,15,0.1%,10%,0%
CCOc1ccc(-c2cc(C(=O)OC)[nH]n2)cc1,7.3%,-3%,0.5%,0.1,24%,i,32,0.1%,6%,-1%
Cc1ccc(NS(=O)(=O)c2c(C)nc3sccn3c2=O)cc1C,1.4%,nt,-0.6%,nt,nt,i,30,0.4%,nt,nt
Cc1ccccc1-c1c(C)oc2cc(O)ccc2c1=O,3.5%,-319%,-0.4%,1.1,-3%,i,30,2.8%,2%,?
Cc1ccc(NC(=O)CC2S/C(=N/c3nccs3)N(C)C2=O)cc1C (stereo not drawn),1.3%,-13%,0.2%,1.1,2%,i,33,0.2%,2%,4%
O=C(O)c1nc(N2CCOCC2)nc(N2CCOCC2)n1,-0.5%,7%,-0.3%,1.1,-8%,i,6,0.1%,-4%,4%
CC(Cc1nnc(N)s1)c1ccccc1 (stereo not drawn),-1.8%,nt,-0.9%,nt,nt,i,39,0.0%,nt,nt
Cc1ccc(C)c(NC(=O)CNS(=O)(=O)c2ccccc2)c1,0.9%,2%,-0.2%,1.1,13%,i,36,6.0%,16%,-1%
COc1ccc(Cc2nc3ccc(C(=O)N(C)Cc4cc(C)[nH]n4)cc3o2)cc1OC,9.7%,nt,-0.1%,nt,nt,i,25,0.1%,nt,nt
CNC(=O)C12CC3CC(CC(Cl)(C3)C1)C2,0.7%,1%,1.3%,1.2,-6%,i,55,2.9%[50 µM],3%,4%
COc1cccc(/C=N/NC(=O)C(=O)NCc2ccco2)c1O,-0.5%,9%,1.8%,1.5,-1%,i,37,-6.1%,-12%,7%
OCCOCCOc1cccc2[nH]ccc12,2.2%,2%,-0.4%,1.2,2%,i,55,-0.2%,-4%,5%
CCOc1ccc(CN=C(N)N=C(N)N)cc1Cl,-1.3%,-7%,0.1%,1.1,0%,i,2,1.6%,3%,2%
Cn1c(=S)[nH]c(=O)c2ncc(=O)[nH]c21,0.3%,39%,0.2%,1.1,-12%,i,52,0.0%,-9%,2%
O=C(CSc1ncccn1)NN=C1CCCCCC1,1.1%,9%,-0.5%,1.2,-9%,i,35,-4.8%,1%,-1%
O=C(CNS(=O)(=O)c1cccs1)N1CCCCC1,1.9%,nt,-0.3%,nt,nt,i,40,0.1%,nt,nt
CCOC(=O)C1=C(c2ccccc2)NC(SC)=C(C#N)C1c1ccco1 (stereo not drawn),nt,8%,?,1.1,12%,i,23,5.1%,2%,1%
CC(C)N1CC(O)=C(c2ccccc2)C1=N,0.7%,7%,0.8%,1.1,6%,i,20,-0.1%,1%,20%
O=C(Cn1nc(-c2ccc(Cl)cc2)ccc1=O)NCCCN1CCN(Cc2ccccc2)CC1,2.1%,-3%,nt,1.1,3%,i,41,1.3%[50 µM],7%,-2%

# Nothing new here: entries from further up.
SMILES,RSV CPE inhibition,P. falciparum M17LAP,West Nile antiviral,TNAP activation fold,human PMI inhibitors,T cell HTS,T cell HTS vesicle-bound %,UTI89 phage lysis,PMI inhibitors,P. falciparum M1AAP
CCOC(=O)c1c(C)c(C(=O)NCc2ccco2)c(C)n1CC,0.9%,-8%,-0.9%,1.1,3%,i,56,0.7%,-4%,5%
Cc1cccc(CN2CCN(Cc3ccc4nonc4c3)CC2CCO)n1 (stereo not drawn),-0.6%,-2%,0.0%,1,9%,i,15,0.1%,10%,0%
CCOc1ccc(-c2cc(C(=O)OC)[nH]n2)cc1,7.3%,-3%,0.5%,0.1,24%,i,32,0.1%,6%,-1%
Cc1ccc(NS(=O)(=O)c2c(C)nc3sccn3c2=O)cc1C,1.4%,nt,-0.6%,nt,nt,i,30,0.4%,nt,nt
Cc1ccccc1-c1c(C)oc2cc(O)ccc2c1=O,3.5%,-319%,-0.4%,1.1,-3%,i,30,2.8%,2%,?
Cc1ccc(NC(=O)CC2S/C(=N/c3nccs3)N(C)C2=O)cc1C (stereo not drawn),1.3%,-13%,0.2%,1.1,2%,i,33,0.2%,2%,4%
O=C(O)c1nc(N2CCOCC2)nc(N2CCOCC2)n1,-0.5%,7%,-0.3%,1.1,-8%,i,6,0.1%,-4%,4%
CC(Cc1nnc(N)s1)c1ccccc1 (stereo not drawn),-1.8%,nt,-0.9%,nt,nt,i,39,0.0%,nt,nt
Cc1ccc(C)c(NC(=O)CNS(=O)(=O)c2ccccc2)c1,0.9%,2%,-0.2%,1.1,13%,i,36,6.0%,16%,-1%
COc1ccc(Cc2nc3ccc(C(=O)N(C)Cc4cc(C)[nH]n4)cc3o2)cc1OC,9.7%,nt,-0.1%,nt,nt,i,25,0.1%,nt,nt
CNC(=O)C12CC3CC(CC(Cl)(C3)C1)C2,0.7%,1%,1.3%,1.2,-6%,i,55,2.9%[50 µM],3%,4%
COc1cccc(/C=N/NC(=O)C(=O)NCc2ccco2)c1O,-0.5%,9%,1.8%,1.5,-1%,i,37,-6.1%,-12%,7%

# Next section.
SMILES,RSV CPE inhibition,P. falciparum M17LAP,West Nile antiviral,TNAP activation fold,human PMI inhibitors,T cell HTS,T cell HTS vesicle-bound %,UTI89 phage lysis,PMI inhibitors,P. falciparum M1AAP
CCN(CC)C(=O)c1sc(NC(=O)Cc2ccccc2)c(C#N)c1C,4.7%,11%,-0.5%,1.1,-7%,i,21,1.2%,-3%,0%
COc1ccc(NC(=O)CCCn2c(=O)c3sccc3n(Cc3cccc(C)c3)c2=O)cc1,0.8%,-8%,-0.3%,1,1%,i,13,0.4%,14%,8%
O=C(C(=O)N1CCc2ccccc2C1)c1cn(CC(=O)N2CCOCC2)c2ccccc12,1.6%,9%,-0.6%,0.8,-16%,i,52,0.0%,-12%,5%
COc1ccccc1NC(=O)NC(=O)c1ccccc1,1.2%,nt,-0.4%,nt,nt,i,56,0.2%,nt,nt

# Screens as filed in PubChem BioAssay.
